INS-1E GSIS act = primary screen for activators of insulin secretion dependent on glucose, INS-1E cells, GLuc reporter luminescence. INS-1E GLuc reporter insulin secretion, 2-3 h. hit rate 0.61% among 370,000. activation, % at 16.6 µM;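 active = lowest replicate activation of at least 40%, so every replicate reaches that level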;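 also: 0% = median of neutral control wells and 100% = median of IBMX positive control wells; some compounds called inactive have numbers as strong as hits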
PAX8 reporter = lowers PAX8-driven luciferase in RMG-I cells; RMG-I TPO-luciferase reporter, SteadyGlo, 24 h; inhibition, % at 12.6 µM; hit rate 1.2% among 360,000; AID 652154;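 active = mean replicate inhibition at least 60% with every replicate also reaching 60%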;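 also: luciferase light reporting Pax8 driven TPO promoter activity; plate controls were median of neutral control wells for no effect and mitoxantrone controls for full effect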
PglD DTNB = PglD (C. jejuni) enzyme inhibition; purified PglD enzyme, DTNB colorimetric CoA detection; inhibition, % at 12.5 µM; hit rate 0.098% among 360,000; in the data active = inhibition above about 16%, passing the limit was not always enough; also: strong numbers were not always called active
PGC1a acetyl inh = lowers PGC1a acetylation signal in U2OS cells | AlphaScreen anti-acetyl-lysine; with virally co-expressed GCN5 acetyltransferase | inhibition, % at 15.6 µM | hit rate 0.17% among 350,000;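 active = every replicate shows inhibition of at least 40%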;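 also: 0% = neutral control wells and 100% = positive control wells; some results beyond the cut were filed as inactive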
Statin myotox sup = suppression of simvastatin myotoxicity; C2C12 myotubes + simvastatin, ATP luminescence, 48 h; scaled: DMSO 0, geranylgeraniol control 100; rescue of ATP level, % at 7.49 µM; hit rate 0.78% among 330,000;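 active = mean ATP rescue above about 67%, or every replicate alone reaching that limit, limit read from the data, passing the limit was not always enough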;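 also: myotubes were challenged with 10 µM simvastatin during compound exposure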
Cneo AK release = Cryptococcus neoformans lysis via adenylate kinase release. lysis activity, % at 15 µM. AID 651654. hit rate 0.2% among 360,000. C. neoformans lysis, adenylate kinase release luminescence, 4 h; normalised: neutral wells 0, clomiphene wells 100;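 active = mean lysis activity across replicates of at least 80%, whatever share of replicates individually reach that level; inactive = mean lysis activity below 80%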
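Material – Cryptococcus neoformans yeast cells · Quantity – 5 × 10^6 yeast cells/mL · Buffer or medium – YPD medium · Compound – single dose · Timing – 4 h static compound exposure, 37 °C, read 1 h post-reagent · Signal – adenylate kinase release luminescence · Read-out basis – lysis from increased AK signal · Benchmarks – Clomiphene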
LGR2 inh = inhibitors of bursicon-induced Drosophila LGR2 receptor cAMP signaling | HEK293 LGR2, CRE-luciferase, bursicon-stimulated, 4 h | inhibition, % at 9.99 µM | hit rate 0.35% among 380,000 | AID 720647;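 active = drop in luminescence signal, shown as inhibition above about 50% in the replicate tests, limit read from the data, passing the limit was not always enough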;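 also: agonist challenge used bursicon conditioned medium at about half maximal strength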
ARNT TACC3 PPI = disrupts binding between human ARNT and TACC3. Q9Y6A5. AlphaScreen His-ARNT PAS-B/GST-TACC3 binding, luminescence; TACC3 fragment carries E629A point mutation. AID 623870. hit rate 0.66% among 390,000. inhibition, % at 9.99 µM;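 active = mean inhibition of replicates at least 50% and at least half of replicates each reaching 50%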;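 also: 0% = complete ARNT plus TACC3 wells and 100% = ARNT alone without TACC3; many hits fall short of the cut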
An asterisk follows results filed as active.

`C(/CCc1ccccc1)=N\Nc1nc2ccccc2[nH]1` gave INS-1E GSIS act -23, PAX8 reporter -37, PGC1a acetyl inh -8, LGR2 inh -27 and ARNT TACC3 PPI 31.
`COc1cc(CCC(=O)OCC(=O)c2ccc[nH]2)cc(OC)c1OC` gave INS-1E GSIS act 6, PAX8 reporter -4, PglD DTNB 1, PGC1a acetyl inh -6, Statin myotox sup -2, Cneo AK release 0, LGR2 inh -8 and ARNT TACC3 PPI 4.
`CCCCC(=O)Nc1ccc(NC(=O)CC)cc1OC` gave INS-1E GSIS act -1, PAX8 reporter 12, PglD DTNB 1, PGC1a acetyl inh 1, Statin myotox sup -11, Cneo AK release 11 and ARNT TACC3 PPI -2.
For O=C(O)C1CC=CCC1C(=O)Nc1ccccc1C(=O)N1CCN(c2ccc(Cl)cc2)CC1 (stereo unspecified) the results were INS-1E GSIS act 0, PAX8 reporter 6, PGC1a acetyl inh 2 and LGR2 inh -6.
For CC(C)N1CCC1(C)C(=O)Nc1cccc(C#N)c1 (stereo unspecified) the results were INS-1E GSIS act 4, PAX8 reporter 13, PglD DTNB 1, PGC1a acetyl inh 1, Statin myotox sup 4, Cneo AK release 1 and LGR2 inh -12.
For CC(C)NC1=C(Cl)C(=O)c2ccccc2C1=O the results were PglD DTNB -7, PGC1a acetyl inh 9, Statin myotox sup 31, Cneo AK release 0 and ARNT TACC3 PPI -4.
Cc1cccc2c1CC(C)(C)N/C2=C\C(N)=O was read as INS-1E GSIS act 8, PAX8 reporter -1, PglD DTNB 4, PGC1a acetyl inh -2, Statin myotox sup -10, Cneo AK release 0, LGR2 inh -3 and ARNT TACC3 PPI -7.
Cc1cc(C)n(-c2ccnc3cc(Cl)ccc23)n1 was read as INS-1E GSIS act 2, PAX8 reporter 24, PglD DTNB 5, Statin myotox sup 4, Cneo AK release -2, LGR2 inh -3 and ARNT TACC3 PPI 11.
`CC1CCCCN1C(=O)NC1CC(=O)N(c2ccc3c(c2)OCCO3)C1` (stereo unspecified) gave INS-1E GSIS act -8, PAX8 reporter 0, PglD DTNB -2, PGC1a acetyl inh -1, Statin myotox sup 8, Cneo AK release 6, LGR2 inh 17 and ARNT TACC3 PPI 3.
`O=C(CNC(=O)Cc1cccc2ccccc12)NCc1ccccc1F` gave INS-1E GSIS act 27, PAX8 reporter 25, PglD DTNB 4, Statin myotox sup 4, Cneo AK release -2, LGR2 inh 13 and ARNT TACC3 PPI 1.

In the list so far, 2 contain an NH in an aromatic ring.
`C(/CCc1ccccc1)=N\Nc1nc2ccccc2[nH]1` gave INS-1E GSIS act -23, PAX8 reporter -37, PGC1a acetyl inh -8, LGR2 inh -27 and ARNT TACC3 PPI 31.
`COc1cc(CCC(=O)OCC(=O)c2ccc[nH]2)cc(OC)c1OC` gave INS-1E GSIS act 6, PAX8 reporter -4, PglD DTNB 1, PGC1a acetyl inh -6, Statin myotox sup -2, Cneo AK release 0, LGR2 inh -8 and ARNT TACC3 PPI 4.

Later entries.
For CCOC(=O)C1CNc2cc(S(=O)(=O)CC)ccc2O1 (stereo unspecified) the results were INS-1E GSIS act 0, PAX8 reporter -13, PglD DTNB 4, PGC1a acetyl inh 11, Statin myotox sup -2, Cneo AK release -5, LGR2 inh -3 and ARNT TACC3 PPI -24.
`CCCN=Cc1sc2ccc(OCC)cc2c1O` gave PglD DTNB -1, PGC1a acetyl inh 8, Statin myotox sup -40, Cneo AK release 12 and ARNT TACC3 PPI 2.
`O=C(NCC1CCCO1)c1ccc(CS(=O)(=O)Cc2ccc(F)cc2)o1` (stereo unspecified) gave PglD DTNB 1, Statin myotox sup 7, Cneo AK release -3 and ARNT TACC3 PPI -22.
For O=C(CC(=O)N/N=C\c1ccccc1)NCCc1ccccc1 the results were INS-1E GSIS act -12, PAX8 reporter 16, PglD DTNB 1, Statin myotox sup 6, Cneo AK release 1, LGR2 inh -1 and ARNT TACC3 PPI -7.
`COc1ccc(CN2CCN(C(=O)c3ccco3)CC2)c(OC)c1OC` gave INS-1E GSIS act 4, PAX8 reporter -6, PglD DTNB 0, PGC1a acetyl inh -4, Statin myotox sup -5, Cneo AK release 4 and LGR2 inh -14.
For CCOC(=O)c1cnc2c(cnn2C)c1Cl the results were INS-1E GSIS act 2, PAX8 reporter -91, PGC1a acetyl inh 2, LGR2 inh -21 and ARNT TACC3 PPI -4.
Screening Cc1ccc(C(=O)N2CCCC(c3nc4c(nnn4Cc4ccccc4)c(=O)[nH]3)C2)cc1 (stereo unspecified) returned INS-1E GSIS act 8, PGC1a acetyl inh -6, LGR2 inh 3 and ARNT TACC3 PPI 0.
`COC(=O)c1ccc(CN2[C@H](C(=O)OC)C[C@@]3(O)[C@@H](O)[C@@H](O)[C@@H](O)C[C@@H]23)cc1` gave INS-1E GSIS act 6, PAX8 reporter -7, PglD DTNB -4, PGC1a acetyl inh -1, Statin myotox sup -5, Cneo AK release -2, LGR2 inh -1 and ARNT TACC3 PPI -34.
For CCOC(=O)Cn1c(=O)oc2cc(S(=O)(=O)Nc3ccc(N(CC)CC)cc3C)ccc21 the results were INS-1E GSIS act -17, PAX8 reporter 0, PglD DTNB 4, PGC1a acetyl inh 3, Statin myotox sup 7, Cneo AK release 0, LGR2 inh -11 and ARNT TACC3 PPI 8.
`CC(CNc1nc2ccc(Cl)cc2n2cnnc12)c1ccccc1` (stereo unspecified) gave INS-1E GSIS act -2, PAX8 reporter -1, PglD DTNB 5, PGC1a acetyl inh 9, Statin myotox sup 4, Cneo AK release 0, LGR2 inh -15 and ARNT TACC3 PPI -2.
For COC(=O)[C@@]1(Cc2ccc(F)cc2)[C@H]2c3cc(C(=O)N4CCCC4)n(CCCNc4ncc(C(F)(F)F)cc4Cl)c3C[C@H]2CN1C(=O)c1ccccc1 the results were INS-1E GSIS act 30, PglD DTNB -2, PGC1a acetyl inh -5, Statin myotox sup 12, Cneo AK release 0 and LGR2 inh 8.
Screening CCOc1ccc(C(=O)N2CCCC(c3nc(-c4ccc(C)o4)no3)C2)cc1 (stereo unspecified) returned INS-1E GSIS act -8, PAX8 reporter 17, PglD DTNB 0, Statin myotox sup -3, Cneo AK release 2, LGR2 inh -3 and ARNT TACC3 PPI 5.
Screening COc1ccccc1CN1CC(C(=O)N(C)Cc2ccncc2C)CCC1=O (stereo unspecified) returned INS-1E GSIS act 1, PAX8 reporter 5, PglD DTNB 3, Statin myotox sup 9, Cneo AK release 2, LGR2 inh 11 and ARNT TACC3 PPI -4.
Screening O=C(Nc1nnc(COc2ccc(F)cc2)s1)c1ccco1 returned PAX8 reporter -11, PglD DTNB 0, PGC1a acetyl inh -6 and Cneo AK release -2.
For CCCCN1C(=S)NC[C@@H]1C(C)CC (stereo partly specified) the results were INS-1E GSIS act -19, PAX8 reporter -14, PglD DTNB 7, PGC1a acetyl inh -5, Statin myotox sup -5, Cneo AK release 18, LGR2 inh 2 and ARNT TACC3 PPI -2.
`C=CCc1cccc2cc(C(=O)OCC)c(=O)oc12` gave INS-1E GSIS act -13, PAX8 reporter 13, PglD DTNB 3, PGC1a acetyl inh 0, Cneo AK release 7, LGR2 inh -5 and ARNT TACC3 PPI -3.
Screening Cc1cccc(CN2CCN(CC(=O)NCc3ccc(F)cc3)C2=O)c1 returned INS-1E GSIS act -5, PAX8 reporter -1, PglD DTNB 2, PGC1a acetyl inh -9, Statin myotox sup 6, Cneo AK release 6, LGR2 inh 4 and ARNT TACC3 PPI -5.
Cc1ccc(NC(=O)Nc2ccno2)cc1 was read as INS-1E GSIS act -4, PAX8 reporter -6, PglD DTNB 0, PGC1a acetyl inh 6, Cneo AK release -3 and LGR2 inh -25.
C#CCN(C(=O)c1cc(COc2cccc(C(F)(F)F)c2)on1)C1CCCCC1 was read as INS-1E GSIS act 2, PAX8 reporter 10, PglD DTNB -4, PGC1a acetyl inh 1, Statin myotox sup 0, Cneo AK release -1, LGR2 inh 10 and ARNT TACC3 PPI -7.
For CC1(C)CC(=O)C2=C(C1)NC(=O)CC2c1cc(F)ccc1F (stereo unspecified) the results were PglD DTNB -14, PGC1a acetyl inh 7, Statin myotox sup -12, Cneo AK release 3 and ARNT TACC3 PPI -3.

For convenience, part of the list above:
For COC(=O)[C@@]1(Cc2ccc(F)cc2)[C@H]2c3cc(C(=O)N4CCCC4)n(CCCNc4ncc(C(F)(F)F)cc4Cl)c3C[C@H]2CN1C(=O)c1ccccc1 the results were INS-1E GSIS act 30, PglD DTNB -2, PGC1a acetyl inh -5, Statin myotox sup 12, Cneo AK release 0 and LGR2 inh 8.
Screening CCOc1ccc(C(=O)N2CCCC(c3nc(-c4ccc(C)o4)no3)C2)cc1 (stereo unspecified) returned INS-1E GSIS act -8, PAX8 reporter 17, PglD DTNB 0, Statin myotox sup -3, Cneo AK release 2, LGR2 inh -3 and ARNT TACC3 PPI 5.

Going on with the list:
`O=C(/C=C/[C@H]1O[C@@H](n2ccc(=O)[nH]c2=O)[C@H](O)[C@@H]1O)NCCc1cccs1` gave INS-1E GSIS act -17, PAX8 reporter 3, PglD DTNB -3, PGC1a acetyl inh 17, Statin myotox sup 4, Cneo AK release 1 and LGR2 inh 6.
`COc1ccc(-c2cc3ccccc3oc2=O)cc1NC(=S)NC(=O)c1ccc2c(c1)OCCO2` gave INS-1E GSIS act 94*, PglD DTNB -5, PGC1a acetyl inh 4, Statin myotox sup -79, Cneo AK release 0, LGR2 inh -33 and ARNT TACC3 PPI -8.
For COc1ccc(C2=NN(C(=O)CSC3=NN4CCCC(=O)N=C4S3)C(c3cccc(OC)c3OC)C2)cc1 (stereo unspecified) the results were PAX8 reporter 3, PglD DTNB -3, PGC1a acetyl inh 5, Statin myotox sup -4, Cneo AK release 2 and ARNT TACC3 PPI 1.
Cc1n[nH]c(=O)c2c(NC(=O)CSc3ccc(Br)cc3)oc(C)c12 was read as INS-1E GSIS act -1, PAX8 reporter -4, LGR2 inh 3 and ARNT TACC3 PPI -3.
Cc1c(NC(=O)CN2CCC(C(N)=O)CC2)cccc1[N+](=O)[O-] was read as INS-1E GSIS act 19, PAX8 reporter -2, LGR2 inh -39 and ARNT TACC3 PPI -8.
`COc1ccc(NC(=O)N2CCCCN3[C@H](CO)[C@H](c4ccc(-c5ccccc5C)cc4)[C@H]3C2)cc1` gave INS-1E GSIS act -17, PAX8 reporter 21, PglD DTNB 2, PGC1a acetyl inh -37, Cneo AK release 2, LGR2 inh 5 and ARNT TACC3 PPI 16.
CC(Sc1nc(-c2ccccc2)cc(C(F)(F)F)n1)C(=O)Nc1ccc2c(c1)OCO2 (stereo unspecified) was read as INS-1E GSIS act -22, PAX8 reporter -1, LGR2 inh 16 and ARNT TACC3 PPI -7.
Screening CCOC(=O)c1sc(Nc2nc3c(OC)cccc3s2)cc1C returned INS-1E GSIS act 8, PAX8 reporter -66, LGR2 inh 19 and ARNT TACC3 PPI 21.
O=C(CCS(=O)(=O)c1ccc2c(c1)NC(=O)CS2)NCCc1ccccc1 was read as INS-1E GSIS act -17, PAX8 reporter 0, PglD DTNB 2, PGC1a acetyl inh -7, Statin myotox sup 2, Cneo AK release 1, LGR2 inh -2 and ARNT TACC3 PPI -4.
`Cc1c(C(=O)N2CCC(C)CC2)oc2ccc(S(=O)(=O)N3CCC4(CC3)OCCO4)cc12` gave INS-1E GSIS act -15, PglD DTNB -2, PGC1a acetyl inh -7, Statin myotox sup 10, Cneo AK release -1, LGR2 inh 12 and ARNT TACC3 PPI 6.
`CNC[C@@H]1Oc2ccc(NS(=O)(=O)c3ccc(C)cc3)cc2CC(=O)N([C@H](C)CO)C[C@H]1C` gave INS-1E GSIS act 1, PAX8 reporter -21, PglD DTNB 0, PGC1a acetyl inh -4, Statin myotox sup -15, Cneo AK release 3, LGR2 inh -2 and ARNT TACC3 PPI -7.
